# Screening data from PubChem BioAssay.
# 697 NFkB inh – lowers PMA/ionomycin-induced NF-kB signal in 697 B cells; AID 435022; 697 B-cell NF-kB luciferase reporter, 16 h; actives 0.33% (n = 330,000); inhibition, % at 4 µM; in the data active = inhibition above about 35%
# UPR XBP1 act – activators of adaptive arm of unfolded protein response (XBP1) | CHO-XBP1 luciferase reporter, IRE1-XBP1 UPR activation, luminescence; percent of tunicamycin response, DMSO as zero | activation, % at 20 µM | actives 0.33% (n = 330,000) | AID 463104;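 active = versus positive control, 20 µM dose yields 30% or more activation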;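 also: 100% = tunicamycin at 10 µg/mL and 0% = DMSO only wells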
#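 Assay system: CHO-XBP1 luciferase reporter cells; Schedule: 6 h treatment, 37 °C; Detection: glow luminescence from Steady-Glo reagent; Benchmarks: high control tunicamycin 10 µg/mL final, low control DMSO vehicle only.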
# CXCR6 block – inhibitors of human CXCR6 receptor; CHO-K1 PathHunter CXCR6 beta-arrestin, luminescence; inhibition, % at 20 µM; actives 0.36% (n = 360,000); in the data active = inhibition above about 34%, passing the limit was not always enough;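 also: antagonist mode with CXCL16 agonist at 10 nM final; 0% = 10 nM CXCL16 with DMSO and 100% = unstimulated wells without agonist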
# Target sequence (O00574 whole entry, looked up): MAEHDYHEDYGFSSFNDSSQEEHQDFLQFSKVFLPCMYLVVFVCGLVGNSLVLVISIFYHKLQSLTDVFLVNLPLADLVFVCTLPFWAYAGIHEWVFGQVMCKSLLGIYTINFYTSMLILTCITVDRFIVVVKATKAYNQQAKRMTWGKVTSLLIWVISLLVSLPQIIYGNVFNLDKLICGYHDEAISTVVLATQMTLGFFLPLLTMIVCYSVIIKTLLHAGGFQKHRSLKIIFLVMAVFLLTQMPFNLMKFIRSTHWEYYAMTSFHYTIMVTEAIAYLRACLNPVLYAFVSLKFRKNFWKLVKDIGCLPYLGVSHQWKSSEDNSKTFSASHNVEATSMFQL
# Jurkat NFkB inh – inhibitors of the PMA/ionomycin-induced NF-kB reporter in Jurkat cells | actives 0.53% (n = 330,000) | PMA/ionomycin-induced NF-kB luciferase reporter, luminescence | inhibition, % at 4 µM; in the data active = inhibition above about 50%
# EBI2 block – EBI2 (human) antagonism. actives 0.81% (n = 360,000). EBI2 beta-arrestin recruitment, luminescence, 7a,25-OHC stimulated. AID 651636. P32249. inhibition, % at 5 µM; in the data active = inhibition above about 38%;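 also: enzyme fragment complementation signal reports receptor beta-arrestin coupling in cells; 0% = agonist plus DMSO wells and 100% = wells without agonist; some results beyond the cut were filed as inactive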
# Target sequence (P32249 whole entry, looked up, the tested form may be a part): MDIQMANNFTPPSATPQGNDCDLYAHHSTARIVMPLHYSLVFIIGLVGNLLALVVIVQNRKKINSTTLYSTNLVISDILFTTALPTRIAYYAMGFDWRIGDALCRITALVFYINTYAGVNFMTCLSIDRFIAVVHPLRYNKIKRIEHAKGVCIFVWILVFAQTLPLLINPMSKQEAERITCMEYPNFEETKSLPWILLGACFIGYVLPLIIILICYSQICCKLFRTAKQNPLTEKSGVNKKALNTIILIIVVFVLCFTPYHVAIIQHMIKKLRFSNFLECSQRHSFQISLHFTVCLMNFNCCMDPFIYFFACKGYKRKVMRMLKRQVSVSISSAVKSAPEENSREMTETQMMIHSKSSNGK
# UPR CHOP act – apoptotic UPR (CHOP) activation; actives 0.34% (n = 330,000); activation, % at 10 µM; AID 449763; CHO-CHOP luciferase reporter, luminescence; percent of tunicamycin response over DMSO baseline;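 active = at 10 µM dose, activation of 40% or more, normalized to positive control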;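 also: 100% = tunicamycin at 10 µg/mL and 0% = DMSO alone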
#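 System: CHO CHOP reporter cells. Amount: 500 cells per well. Buffer or medium: F12 medium, 10% FBS. Compound dosing: one dose, 10 µM in 0.5% DMSO. Incubation: 6 h compound exposure at 37 °C after overnight seeding. Technique: Steady-Glo luciferase luminescence. Benchmarks: tunicamycin and DMSO controls.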
# Mdm2-MdmX inh – disrupts the human Mdm2-MdmX interaction. O15151+Q00987. SaOS-2 split-luciferase Mdm2/MdmX complementation, luminescence. inhibition, % at 8 µM. actives 3% (n = 330,000). AID 485346;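 active = inhibition of at least 50% at 8 µM in the primary screen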
# Gli-Sufu antag – antagonists of Gli-Sufu signaling | Sufu-KO-LIGHT fibroblasts, Gli luciferase reporter luminescence | inhibition, % at 5 µM | actives 0.74% (n = 340,000);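 active = inhibition above about 55%, limit read from the data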;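 also: 0% = DMSO-treated cells and 100% = wells with medium but no cells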
# CCR6 antagonist – blocks CCL20-driven beta-arrestin recruitment at human CCR6; inhibition, % at 20 µM; P51684; CHO-K1 CCR6 PathHunter beta-arrestin, luminescence, CCL20-stimulated; AID 493098; actives 0.49% (n = 340,000);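 active = compounds whose inhibition of the agonist-driven luminescence signal at 20 µM reaches about 50%, limit read from the data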;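 also: cells stimulated with CCL20 at 14 nM final; plate controls were DMSO with CCL20 for no effect and DMSO without agonist for full effect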
# Active calls of the source: *; x = not tested or not shown.
no. | SMILES | 697 NFkB inh | UPR XBP1 act | CXCR6 block | Jurkat NFkB inh | EBI2 block
1 | Cc1ccc(C(=O)OCC(=O)NC2CC2)cc1S(=O)(=O)N1CCOCC1 | 6.6 | 3.8 | -3.0 | 1.7 | -2.3
2 | O=c1c2c3c(sc2nc2sc(C4CC4)nn12)CCCC3 | -125.3 | -3.9 | 9.0 | -99.7 | 10.8
3 | Cc1c(Cl)cccc1NC(=O)CNC(=O)CCCc1nc2ccccc2c(=O)[nH]1 | -0.8 | -1.9 | -7.5 | -11.6 | 0.6
4 | CC1CCCC(C)N1C(=O)COC(=O)COc1ccc(C#N)cc1 (configuration not stated) | -15.0 | -1.8 | -6.3 | -8.2 | -15.5
5 | COc1cc(/C=N/Nc2ccccn2)ccc1O | -73.9 | 3.5 | -11.2 | -77.1 | 7.3
6 | Cc1ccc(C)c(NC(=O)Nn2cnnc2)c1 | 17.0 | 1.4 | 2.9 | 12.0 | 0.2
7 | O=C(NC(Cc1ccccc1)C(=O)O)NC12CC3CC(CC(C3)C1)C2 (configuration not stated) | 13.5 | -7.0 | 0.1 | 0.1 | -5.7
8 | CSC1=C(C#N)C(c2sccc2C)CC(=O)N1 (configuration not stated) | 20.1 | -0.9 | -3.7 | -4.5 | 6.0
9 | CC(=O)Nc1cccc(C(=O)Nc2cccc(S(=O)(=O)NCc3ccco3)c2)c1 | 1.6 | 2.3 | 2.1 | -9.2 | -2.5
10 | CCOC(=O)c1[nH]c2ccccc2c1NC(=O)CC(C)(C)C | 10.3 | -2.6 | 10.1 | -9.3 | -14.3
11 | CCOc1cc(C(=O)OCC(=O)c2cc(C)n(CC3CCCO3)c2C)ccc1OCC(=O)N1CCOCC1 (configuration not stated) | -37.6 | 1.1 | -0.4 | -6.7 | -0.7
12 | COc1cccc(NC(=O)CN(C)C(=O)C23CC4CC(CC(Cl)(C4)C2)C3)c1 | -32.8 | -1.8 | 4.3 | -14.4 | 3.7
13 | COc1ccccc1CC(=O)Nc1ccc(O)cc1C(=O)O | 4.4 | 1.6 | 4.2 | 8.2 | -6.2
14 | CN1CCN(S(=O)(=O)Cc2ccccc2Cl)CC1 | 6.8 | -1.2 | -7.6 | -3.1 | -6.1
15 | CN(C(=O)c1ccc(NC(=O)Cc2cccc(NC(=O)C3CCN(C(=O)c4ccccc4)CC3)c2)cc1)C1CC1 | x | x | -5.2 | x | -7.1

no. | UPR CHOP act | Mdm2-MdmX inh | Gli-Sufu antag | CCR6 antagonist
1 | 0.1 | 6.9 | 8.5 | 2.5
2 | 3.4 | -101.5 | 4.3 | 20.6
3 | -0.4 | 11.7 | -15.2 | 3.8
4 | -1.3 | -20.3 | 2.6 | -3.8
5 | 3.0 | -33.2 | -12.9 | -7.7
6 | -1.0 | -0.3 | -10.2 | -8.3
7 | 1.9 | 5.6 | x | -5.7
8 | 1.2 | 8.7 | 2.1 | 5.8
9 | 1.7 | 7.6 | -4.8 | 2.8
10 | 1.7 | 2.1 | 8.9 | 4.9
11 | 3.0 | 10.1 | -14.8 | 3.2
12 | 0.9 | -7.1 | -6.2 | 17.4
13 | -1.0 | 16.3 | 7.4 | -11.8
14 | 0.1 | 3.6 | 10.3 | 5.7
15 | x | x | -4.3 | -2.1

# Numbers 10–11 of the list above:
no. | SMILES | 697 NFkB inh | UPR XBP1 act | CXCR6 block | Jurkat NFkB inh | EBI2 block
10 | CCOC(=O)c1[nH]c2ccccc2c1NC(=O)CC(C)(C)C | 10.3 | -2.6 | 10.1 | -9.3 | -14.3
11 | CCOc1cc(C(=O)OCC(=O)c2cc(C)n(CC3CCCO3)c2C)ccc1OCC(=O)N1CCOCC1 (configuration not stated) | -37.6 | 1.1 | -0.4 | -6.7 | -0.7

no. | UPR CHOP act | Mdm2-MdmX inh | Gli-Sufu antag | CCR6 antagonist
10 | 1.7 | 2.1 | 8.9 | 4.9
11 | 3.0 | 10.1 | -14.8 | 3.2

# Following part:
no. | SMILES | 697 NFkB inh | UPR XBP1 act | CXCR6 block | Jurkat NFkB inh | EBI2 block
16 | OCC[C@H]1C[C@@H](O)[C@H](O)[C@]2(CCCO2)O1 | 13.4 | 1.0 | -4.8 | 17.3 | 0.1
17 | COC(=O)[C@H](CC(C)C)NC(=O)N1CCN(c2cccc(C(F)(F)F)c2)CC1 | 18.2 | 0.4 | 12.9 | 6.2 | -2.0
18 | CC(=O)C1=C(c2ccccc2)NC(=O)NC1c1ccccc1 (configuration not stated) | -49.7 | -0.9 | 7.2 | -18.6 | -6.6
19 | COc1cccc(CCNC(=O)CCc2nnc(Cc3cc(OC)ccc3OC)o2)c1 | -41.2 | 1.6 | 8.5 | -20.4 | 3.6
20 | CC(=O)c1cccc(N=Cc2c(O)c3ccccc3oc2=O)c1 | 8.3 | 147.2* | 8.6 | 13.1 | 11.1
21 | COCCNCCCCOc1ccc(C)cc1[N+](=O)[O-] | 23.7 | -0.9 | 12.7 | 6.2 | -8.7
22 | COc1cc(SC)ccc1C(=O)OCC(=O)NC1CCCC1 | 16.8 | -3.3 | -3.2 | -22.3 | 3.9
23 | O=C(c1ccccc1)c1c[nH]c(C(=O)NCc2cccnc2)c1 | 7.2 | -3.8 | -1.3 | 0.2 | 2.7
24 | CC(C)(C)c1nc2ccccc2c2nnc(SCC(=O)NCc3ccco3)n12 | 17.5 | -1.5 | 0.5 | -1.9 | -3.7

no. | UPR CHOP act | Mdm2-MdmX inh | Gli-Sufu antag | CCR6 antagonist
16 | 0.6 | 22.4 | -21.1 | -3.5
17 | -0.8 | 16.8 | -0.2 | -12.4
18 | 2.2 | -14.4 | -3.0 | 20.0
19 | -0.1 | 0.7 | 8.8 | 0.9
20 | 158.8* | 38.0 | -13.9 | 22.6
21 | 0.5 | 12.7 | 14.8 | -2.1
22 | 2.7 | 11.1 | -9.6 | 21.5
23 | -0.7 | 34.9 | 7.6 | -13.6
24 | -1.6 | -7.2 | -0.8 | -6.6

# 6 compounds drawn at random from those above, as already listed:
no. | SMILES | 697 NFkB inh | UPR XBP1 act | CXCR6 block | Jurkat NFkB inh | EBI2 block
19 | COc1cccc(CCNC(=O)CCc2nnc(Cc3cc(OC)ccc3OC)o2)c1 | -41.2 | 1.6 | 8.5 | -20.4 | 3.6
18 | CC(=O)C1=C(c2ccccc2)NC(=O)NC1c1ccccc1 (configuration not stated) | -49.7 | -0.9 | 7.2 | -18.6 | -6.6
22 | COc1cc(SC)ccc1C(=O)OCC(=O)NC1CCCC1 | 16.8 | -3.3 | -3.2 | -22.3 | 3.9
16 | OCC[C@H]1C[C@@H](O)[C@H](O)[C@]2(CCCO2)O1 | 13.4 | 1.0 | -4.8 | 17.3 | 0.1
20 | CC(=O)c1cccc(N=Cc2c(O)c3ccccc3oc2=O)c1 | 8.3 | 147.2* | 8.6 | 13.1 | 11.1
21 | COCCNCCCCOc1ccc(C)cc1[N+](=O)[O-] | 23.7 | -0.9 | 12.7 | 6.2 | -8.7

no. | UPR CHOP act | Mdm2-MdmX inh | Gli-Sufu antag | CCR6 antagonist
19 | -0.1 | 0.7 | 8.8 | 0.9
18 | 2.2 | -14.4 | -3.0 | 20.0
22 | 2.7 | 11.1 | -9.6 | 21.5
16 | 0.6 | 22.4 | -21.1 | -3.5
20 | 158.8* | 38.0 | -13.9 | 22.6
21 | 0.5 | 12.7 | 14.8 | -2.1

# Profiles, quoted from the list. Values in the order: 697 NFkB inh	UPR XBP1 act	CXCR6 block	Jurkat NFkB inh	EBI2 block	UPR CHOP act	Mdm2-MdmX inh	Gli-Sufu antag	CCR6 antagonist
# Record of CC(=O)c1cccc(N=Cc2c(O)c3ccccc3oc2=O)c1 = 8.3	147.2*	8.6	13.1	11.1	158.8*	38.0	-13.9	22.6
# Record of COc1cccc(CCNC(=O)CCc2nnc(Cc3cc(OC)ccc3OC)o2)c1 = -41.2	1.6	8.5	-20.4	3.6	-0.1	0.7	8.8	0.9
